CCHF vOTU inh: blocks the CCHF virus ovarian tumor domain protease. CCHFV vOTU protease, Pep-AMC fluorescence. inhibition, % at 11.5 µM. 0.55% of 370,000 active; in the data active = inhibition above about 30%; also: 0% = vehicle wells with enzyme and 100% = no enzyme wells
3CLpro inhibitor: SARS-CoV 3CLpro protease inhibition | recombinant SARS-CoV 3CLpro, quenched FRET peptide cleavage | inhibition, % at 6 µM | 0.14% of 290,000 active; in the data active = inhibition above about 12%
SSB-PriA inh: inhibitors of Klebsiella pneumoniae PriA binding to SSB C-terminal tail | AlphaScreen SSBct-PriA binding, biotinylated peptide | inhibition, % at 33 µM | 0.6% of 430,000 active | AID 1272365; in the data active = inhibition mostly above about 37%, no sharp cut-off; inactive = mostly below about 20%;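 also: plate controls were negative control peptide for no effect and reference peptide for full effect; strong numbers were not always called active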
VHR inh abs: inhibitors of human VHR1 phosphatase (DUSP3); recombinant VHR phosphatase, pNPP absorbance; inhibition, % at 13.3 µM; 0.52% of 290,000 active; in the data active = inhibition above about 50%; also: some compounds called inactive have numbers as strong as hits
Target sequence (P51452 whole entry, looked up): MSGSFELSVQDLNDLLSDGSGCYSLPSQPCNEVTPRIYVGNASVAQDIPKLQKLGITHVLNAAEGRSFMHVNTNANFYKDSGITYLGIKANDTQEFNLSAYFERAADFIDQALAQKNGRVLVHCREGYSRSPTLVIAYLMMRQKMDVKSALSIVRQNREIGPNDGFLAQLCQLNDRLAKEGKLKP
TcdB inh: TcdB glycohydrolase inhibition. P18177. TcdB glycohydrolase enzymatic assay, plate reader. inhibition, % at 9.99 µM. 0.24% of 350,000 active; in the data active = inhibition above about 10%
Y pestis TopoI: blocks Yersinia pestis topoisomerase I activity. Y. pestis Topo-I cleavage product accumulation, plate reader. activity, % at 10 µM. 0.064% of 360,000 active. AID 504884; in the data active = activity above about 50%, passing the limit was not always enough; also: inactives centre near 2
PrPC surface inh: cell surface PrPC inhibition, primary TR-FRET screen; P04156; inhibition, % at 13.8 µM; 0.43% of 370,000 active; TR-FRET read-out; AID 720596; in the data active = inhibition above about 24%; also: 0% = median of the test wells and 100% = reference compound wells
MazEF act: MazEF (E. coli) toxin RNase activation; 0.32% of 350,000 active; activation, % at 20 µM; FAM/BHQ RNA-DNA oligo cleavage fluorescence, 5 h; in the data active = activation above about 50%
Target sequence (P0AE70 whole entry, looked up): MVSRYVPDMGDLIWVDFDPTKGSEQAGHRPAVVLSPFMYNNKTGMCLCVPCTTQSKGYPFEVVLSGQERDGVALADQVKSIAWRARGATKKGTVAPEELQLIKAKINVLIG
BH1578 lux ind: induces V. cholerae light production without autoinducers | V. cholerae BH1578 lux reporter, luminescence, 6 h | activation, % at 18.7 µM | 0.16% of 350,000 active | AID 588436; in the data active = activation mostly above about 9.7%, no sharp cut-off; also: not every result past the cut was called active; inactives centre near 0; reference of the scale not given here
Rv3671c inh: Rv3671c (M. tuberculosis) protease inhibition. P9WHR9. inhibition, % at 5.96 µM. 0.048% of 320,000 active; in the data active = inhibition above about 38%;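 also: extracellular domain of Rv3671c used as enzyme; 0% = enzyme with DMSO and 100% = no enzyme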
Target sequence (P9WHR9 whole entry, looked up, the tested form may be a part): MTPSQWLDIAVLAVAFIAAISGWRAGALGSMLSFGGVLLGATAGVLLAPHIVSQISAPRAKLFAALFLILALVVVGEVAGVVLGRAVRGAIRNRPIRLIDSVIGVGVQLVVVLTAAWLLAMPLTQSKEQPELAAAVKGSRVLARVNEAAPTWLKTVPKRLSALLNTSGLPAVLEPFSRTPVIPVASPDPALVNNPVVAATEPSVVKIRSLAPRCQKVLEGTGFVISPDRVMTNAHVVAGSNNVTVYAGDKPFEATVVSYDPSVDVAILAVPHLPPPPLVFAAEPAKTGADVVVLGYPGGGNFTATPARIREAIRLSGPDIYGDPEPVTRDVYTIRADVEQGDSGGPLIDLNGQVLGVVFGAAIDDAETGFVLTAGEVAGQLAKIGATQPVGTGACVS
* marks the source's active call; other numbers are inactive results; i = inactive; · = not tested or not shown; & = joins results of further samples.

SMILES	CCHF vOTU inh	3CLpro inhibitor	SSB-PriA inh	VHR inh abs	TcdB inh	Y pestis TopoI	PrPC surface inh	MazEF act	BH1578 lux ind	Rv3671c inh
COc1ccc(CNCCC(c2ccc(OC(C)C)cc2)c2ccccc2OC)cc1 (stereo not given)	27	1	4	·	0.9	14	-5	6	0.9	-1
COc1ccccc1C(=O)NC(=O)COC(=O)c1ccc(Br)o1	-13	·	11	·	4.6	13	-5	4	-0.5	·
COc1ccc(CN2CCNC(=O)C2CC(=O)N(C)C2CCCCC2)cc1OC (stereo not given)	-10	·	·	·	-0.7	8	-4	1	i	·
O=C(O)c1nc(NCc2ccccc2)ncc1Cl	1	-2	-5	·	-1.4	5	11	3	i	-10
O=C1CCCC(=O)N1c1ccc(Oc2ccc(Cl)cc2)cc1	-12	-2	-8	-10	·	-2	1	0	-0.5	6
CN(C)CCCN(C(=O)c1ccc2c(c1)CCCC2)c1nc2c(F)cccc2s1	12	3	37	8	0.6	1	-13	26	-0.2	-17
CCOC(=O)C1CCN(C(=O)c2cc3c(-c4ccc(OC)c(OC)c4)nn(C)c3s2)CC1	·	5	2	-4	·	9	·	7	-0.2	-3
CC1=CC(=O)C(C(C)=Nc2cccc(Cl)c2)C(=O)O1 (stereo not given)	-3	·	-4	·	0.8	-5	-4	0	i	·
Cc1c(C(=O)NNC(=O)c2ccccc2O)oc2ccc(Br)cc12	5	·	-5	·	1.6	-1	-2	-8	i	3
CC1(C(=O)NCc2cccc3ccccc23)CCN1Cc1cc2ccccc2o1 (stereo not given)	-1	·	·	·	2.1	8	-2	·	-0.3	·
CC1CCN(CC(=O)NC(=O)NCc2ccccc2)CC1	-12	2	-6	-8	0.8	7	3	-2	-0.3	1
CC(C)(C)CNC(CO)C12CC3CC(CC(C3)C1)C2 (stereo not given)	2	7	-24	7	·	-2	2	2	-0.4	0
COc1cccc(C(=O)Nc2nnc(-c3cccs3)o2)c1	8	-3	-2	-16	1.4	4	1	1	0.4	6
O=C(Nc1ccccc1)C1CCCN1S(=O)(=O)c1cccs1 (stereo not given)	-5	·	2	·	1.4	-7	-3	4	i	-9
COC(=O)C1CN(C(=O)COc2ccccc2C)c2ccccc2O1 (stereo not given)	10	5	-4	24	1.2	-3	-5	3	-0.6	4
Oc1cccc(-n2nnnc2SCc2ccccc2F)c1	17	3	-6	·	1.2	10	2	1	-1.0	-1
COc1cccc(OCCNC(=O)CSc2ccc(C(F)(F)F)cc2[N+](=O)[O-])c1	9	-3	-7	7	·	-2	1	-6	-0.3	1
COCCNC(=O)COc1ncnc2ccc(Br)cc12	6	-8	-17	20	·	-9	-2	-4	-0.6	0
O=C(/C=C/c1ccccc1)NCCc1c[nH]c2ccccc12	13	·	11	·	0.7	-5	10	13	-0.3	-1
NCC(CC(=O)O)c1ccc(Cl)cc1 (stereo not given)	12	3	-5	2	·	4	7	7	i	2
O=[N+]([O-])c1ccc2c(c1)/C(=N\O)c1ccccc1-2	2	5	·	19	-1.3	-21	-38	-12	i	-4
COc1cccc(CN2CCCC(C(=O)c3ccc4c(c3)OCO4)C2)c1OC (stereo not given)	3	5	-1	21	-1.3	9	-1	6	-0.2	0
CCN(CC)S(=O)(=O)c1ccc(N2CCc3cc(OC)c(OC)cc3C2)nc1	-9	-3	9	26	-1.3	7	-1	-5	-7.8	6
Cc1nc(NC(=O)c2ccccc2)sc1-c1csc(Nc2ccc(C(=O)O)cc2)n1	0	3	17	1	3.4	-15	5	7	-0.5	·
Cn1cccc1C(=O)Nc1ccc(Cl)c(S(=O)(=O)N2CCCCC2)c1	19	·	-12	·	0.2	6	13	-4	i	-25
N#Cc1c(-c2ccccc2)c(-c2ccccc2)nn(CC(=O)NNC(=O)Nc2ccccc2)c1=O	5	2	24	21	·	18	-19	11	-0.8	-3
CC1CCCCC1NC(=O)c1nn(C)c(=O)c2ccccc12 (stereo not given)	18	4	-19	26	·	-4	1	5	-3.7	-2
COc1ccc(CNC(=O)C(=O)c2cn(CC(=O)N3CCCC3)c3ccccc23)cc1	14	2	2	5	0.3	31	-11	6	-0.6	1
Cn1c(=O)c2c(nc(NCCOc3ccc(F)cc3)n2C)n(C)c1=O	-3	8	3	-1	0.5	-8	3	5	-0.7	5
Cc1oc(-c2cc3c(cc2Cl)OCO3)nc1CN1CCCC1c1ccc(F)cc1 (stereo not given)	14	1	10	22	-1.2	27	-2	-14	i	-8
O=C(CNS(=O)(=O)c1ccccc1)NCc1cccnc1	-8	4	3	16	0.6	0	6	6	i	4
CC/C(C)=N\NC(=O)CNC(=O)c1ccc(Cl)cc1Cl	5	2	·	-3	-0.3	-4	3	7	-0.2	-15
COc1ccc(OC)c(NC(=O)c2ccc(-n3cccn3)nc2)c1	-6	0	-14	29	·	-14	-2	-8	-0.3	0
O=C(COC(=O)C1CCN(c2ccc(C(F)(F)F)cn2)CC1)NCc1ccc(Cl)cc1Cl	11	·	-6	·	0.4	24	1	-7	-1.2	-20
CCN(CC)c1ccc(S(=O)(=O)N2CCOCC2)cc1NC(=O)Cn1nc(C)c([N+](=O)[O-])c1C	9	·	-9	·	0.0	7	1	-26	0.0	-6
CCNC(=O)COc1ccc(CC)cc1	-2	-4	-10	-8	0.2	2	1	-5	-0.2	-2
COc1ccc2c(c1)c(CC(=O)OCC(=O)N(C)C)c(C)n2C(=O)c1ccc(Cl)cc1	-13	7	-11	-8	-0.6	31	-1	6	-0.2	-3
O=C1C(O)CC2c3ccccc3CC3(CCCC3)N12 (stereo not given)	-5	-3	9	-12	0.8	8	2	3	6.2	-10
CC(=O)Oc1ccccc1C(=O)N(C1CCCCC1)C1CCCCC1	-9	-1	-5	14	0.2	30	5	-3	-2.4	-4
COc1ccc(-c2nc3c(-c4ccccc4)cnn3cc2C)cc1F	-6	-3	-14	31	0.0	-3	-7	-2	-3.3	-17
COc1ccc(C(=O)CN2C(=O)c3ccccc3C2=O)cc1	-7	1	-3	16	0.8	-2	-1	9	-0.5	9
COc1ccc(-c2n[nH]c(=S)n2/N=C/c2cccn2C)cc1	8	2	·	-17	5.9	-8	1	7	-0.7	6
COc1ccc(N2C(=O)CC(SC(C)C)C2=O)cc1 (stereo not given)	-15	3	-11	-20	·	15	0	3	-0.3	-1
Cc1ccc(C2C3=C(CC(C)(C)CC3=O)N(CCN3CCOCC3)C3=C2C(=O)CC(C)(C)C3)cc1	-36	-1	-15	8	·	7	-6	0	i	0
Cc1ccc(CSCC(Nc2ccc(C(=O)O)cc2[N+](=O)[O-])C(=O)O)cc1 (stereo not given)	10	4	10	19	-4.0	5	-10	0	i	9
COc1cccc(N=Nc2c(N)[nH]n3c(=O)c4c(nc23)CCCC4)c1	-12	5	2	18	0.1	-4	-3	1	-0.5	7
O=C(COC(=O)c1cnccn1)Nc1ccc(Cl)cc1	-6	-3	-11	-10	·	9	1	-3	i	-1
O=C1N[C@@H](Cc2ccccc2)[C@@H](c2ccco2)O1	8	·	2	34	0.9	2	-3	9	0.8	7
O=C(Nc1ccc(CN2CCCCC2)cc1)c1c(F)c(F)c(F)c(F)c1F	2	0	-6	26	0.9	-1	0	7	i	7
COc1ccc(OCC(=O)NCCCn2ccnc2)cc1	-16	5	-7	23	5.3	-8	-2	3	-0.5	2
CC(Cc1ccccc1)NC=O (stereo not given)	-6	-1	-6	21	1.0	9	0	0	-0.4	0
COc1ccc(-n2c(SCC(=O)Nc3sc4c(c3C#N)CCCC4)nnc2-c2ccc(O)cc2)cc1	-3	-6	-32	2	·	-9	0	16	-0.3	-2
O=S(=O)(Nc1cc(Sc2cccc3cccnc23)c(O)c2ccccc12)c1ccccc1	40*	9	8	5	0.6	·	13	·	·	·
CCOc1ccc(OCC)c(NS(=O)(=O)c2cn(C)cn2)c1	5	1	-10	18	1.2	-2	4	-13	-0.6	1
Cc1nnc(SCC(=O)Nc2nc3c(s2)CC(C)CC3)s1 (stereo not given)	15	3	-14	3	·	-2	7	7	i	-5
C[C@H](CO)N1C[C@H](C)[C@@H](CN(C)C(=O)Nc2ccccc2F)OCc2cnnn2CCCC1=O	0	·	·	·	1.6&0.0&-0.2	3	-3	4	-0.2	·
COc1ccc(NC(=O)CN(C)C(=O)c2ccc(OCc3ccccc3)c(OC)c2)cc1	-6	·	-1	·	-0.5	4	-1	-9	-1.4	-3
Cc1ccc(N2C(=O)c3ccccc3C2Nc2ccccc2F)nc1 (stereo not given)	0	1	4	17	-1.5	1	8	1	-0.2	-5
Cc1cccc(C)c1NC(=S)NCc1ccncc1	-14	-2	-21	22	-0.3	-2	-2	7	-0.3	-2
Cc1noc(C)c1COC(=O)CCOc1ccccc1	-6	-5	-14	-8	·	4	-6	-5	5.6	-15

The list goes on; it opens with the four that closed the last part.
SMILES	CCHF vOTU inh	3CLpro inhibitor	SSB-PriA inh	VHR inh abs	TcdB inh	Y pestis TopoI	PrPC surface inh	MazEF act	BH1578 lux ind	Rv3671c inh
COc1ccc(NC(=O)CN(C)C(=O)c2ccc(OCc3ccccc3)c(OC)c2)cc1	-6	·	-1	·	-0.5	4	-1	-9	-1.4	-3
Cc1ccc(N2C(=O)c3ccccc3C2Nc2ccccc2F)nc1 (stereo not given)	0	1	4	17	-1.5	1	8	1	-0.2	-5
Cc1cccc(C)c1NC(=S)NCc1ccncc1	-14	-2	-21	22	-0.3	-2	-2	7	-0.3	-2
Cc1noc(C)c1COC(=O)CCOc1ccccc1	-6	-5	-14	-8	·	4	-6	-5	5.6	-15
COC(=O)c1cn(CC(=O)N2CCCCCC2)c2ccccc12	7	-1	-11	0	·	9	8	3	·	13
Cc1ccc(-n2[nH]c(=O)c3cccnc32)cc1	11	6	-7	23	·	6	-1	4	1.8	1
O=C(NCCCN1CCOCC1)c1ccc2c(c1)N(Cc1ccc(F)cc1)CCS2	-176	-2	19	17	1.2	11	6	-24	i	-10
O=C(NNC(=O)c1ccc(-n2cncn2)c([N+](=O)[O-])c1)c1ccc(Cl)cc1	0	·	-2	·	0.1	11	-17	-6	i	2
Cc1cc(NC(=O)/C=C/c2ccccc2)no1	5	-4	-2	21	0.5	-2	-9	0	i	-1
CC1(C)Cc2c(sc3nnn(Cc4ccc(Cl)cc4)c(=O)c23)CO1	10	7	-23	-2	-0.1	18	7	-5	-0.2	0
CC(C)(C)N(Cc1ccccc1)C(=O)CSc1ncn[nH]1	23	-3	-8	1	-12	4	-4	1	-0.7	-5
N#Cc1c(N)n(CCOC(=O)c2ccc(Cl)cc2)c2nc3ccccc3nc12	-84	-3	0	-16	·	-4	-5	14	i	·
CC(C)(C)C(=O)Nc1nc(-c2ccc3c(c2)OCO3)cs1	14	6	-4	12	·	2	12	-5	3.2	-9
O=c1c2ccccc2nc(COc2ccccc2)n1/N=C/c1cc([N+](=O)[O-])ccc1O	-3	0	·	35	-0.6	-8	4	3	-0.3	-1
O=S(=O)(c1ccc(-c2ccon2)s1)N1CCN(CCN2CCOCC2)CC1	2	1	7	-4	-0.7	1	-4	-8	i	-3
O=C(/C=C/c1ccco1)Nc1ccc(CN2CCOCC2)cc1	-8	2	1	20	1.2	-8	-1	-1	-0.8	4
C[N+](C)(C)CC#CCOC(=O)Nc1cccc(Cl)c1	-7	·	-5	·	1.2	0	6	10	i	8
COc1ccc(C(C)(O)c2nc(-c3ccc(F)cc3OC)cs2)cc1 (stereo not given)	2	·	·	·	-0.3	19	8	·	-0.8	·

Sorted by count of non-hydrogen atoms (lowest first): some entries from above
SMILES	CCHF vOTU inh	3CLpro inhibitor	SSB-PriA inh	VHR inh abs	TcdB inh	Y pestis TopoI	PrPC surface inh	MazEF act	BH1578 lux ind	Rv3671c inh
Cc1ccc(-n2[nH]c(=O)c3cccnc32)cc1	11	6	-7	23	·	6	-1	4	1.8	1
CC(C)(C)C(=O)Nc1nc(-c2ccc3c(c2)OCO3)cs1	14	6	-4	12	·	2	12	-5	3.2	-9
CC1(C)Cc2c(sc3nnn(Cc4ccc(Cl)cc4)c(=O)c23)CO1	10	7	-23	-2	-0.1	18	7	-5	-0.2	0
O=S(=O)(c1ccc(-c2ccon2)s1)N1CCN(CCN2CCOCC2)CC1	2	1	7	-4	-0.7	1	-4	-8	i	-3

Compound activity as filed in PubChem BioAssay.

The list is partial. The share of hits here may be higher or lower than overall.
